Assay outcomes as filed in PubChem BioAssay.
ADAM17 inh: inhibits human ADAM17. recombinant ADAM17, EDANS/DABCYL FRET peptide cleavage. actives 0.83% (n = 370,000). P78536. inhibition, % at 6.95 µM;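 active means inhibition above the mean of compounds lying between control limits plus 3 SD, set per campaign, cut at about 8.5% in these data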;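 further: 0% = DMSO-only wells as the low control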
ARFGAP1 inhibitor: rat ARFGAP1 inhibition. Q62848. Arfgap1-stimulated ARF1 GTP hydrolysis, GDP FP detection. inhibition, % at 16.5 µM. actives 0.26% (n = 360,000). AID 651572;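 active means inhibition above a per-plate limit, mean inhibition of low control wells plus 3 SD, cut at about 25% in these data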;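 further: 0% = DMSO wells with enzyme and 100% = wells lacking Arfgap1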
Target sequence (Q62848 1-136 limits assumed): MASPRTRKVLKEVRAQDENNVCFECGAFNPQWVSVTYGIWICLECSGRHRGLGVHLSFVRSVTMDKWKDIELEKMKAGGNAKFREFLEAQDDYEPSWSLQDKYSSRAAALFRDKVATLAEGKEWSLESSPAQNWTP
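Assay system: Rat Arfgap1 GAP domain (His6, aa 1-136), purified enzyme | Buffer or medium: HEPES 25 mM pH 7.5, NaCl 150 mM, MgCl2, DTT | Schedule: GTP hydrolysis reaction 2 h at 25 °C | Signal: FP of antibody-bound GDP Alexa 633 tracer, ex 620/em 688 nm | Measure: Percent inhibition of Arfgap1-stimulated GTP hydrolysis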
Tn6 DDE FP: inhibitors of Tn6 peptide binding to human fibrin DD(E). Fibrin DD(E) TRITC-Tn6 fluorescence polarization displacement. actives 0.21% (n = 370,000). inhibition, % at 8.3 µM. P02675;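 active means inhibition above a per-campaign cutoff: mean of compounds within control limits plus 3 SD, cut at about 15% in these data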;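 further: 0% = median of all compound wells on the plate and 100% = blocking peptide control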
SIAE inh: inhibitors of human sialic acid acetylesterase SIAE | inhibition, % at 9.66 µM | actives 0.69% (n = 370,000) | SIAE FP-Rh probe binding, fluorescence polarization | Q9HAT2;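 active means inhibition above a cutoff: mean of compounds within the control limits plus 3 SD of those, cut at about 17% in these data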;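 further: 0% = plate median of compound wells and 100% = probe without SIAE protein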
Target sequence (Q9HAT2 whole entry, looked up): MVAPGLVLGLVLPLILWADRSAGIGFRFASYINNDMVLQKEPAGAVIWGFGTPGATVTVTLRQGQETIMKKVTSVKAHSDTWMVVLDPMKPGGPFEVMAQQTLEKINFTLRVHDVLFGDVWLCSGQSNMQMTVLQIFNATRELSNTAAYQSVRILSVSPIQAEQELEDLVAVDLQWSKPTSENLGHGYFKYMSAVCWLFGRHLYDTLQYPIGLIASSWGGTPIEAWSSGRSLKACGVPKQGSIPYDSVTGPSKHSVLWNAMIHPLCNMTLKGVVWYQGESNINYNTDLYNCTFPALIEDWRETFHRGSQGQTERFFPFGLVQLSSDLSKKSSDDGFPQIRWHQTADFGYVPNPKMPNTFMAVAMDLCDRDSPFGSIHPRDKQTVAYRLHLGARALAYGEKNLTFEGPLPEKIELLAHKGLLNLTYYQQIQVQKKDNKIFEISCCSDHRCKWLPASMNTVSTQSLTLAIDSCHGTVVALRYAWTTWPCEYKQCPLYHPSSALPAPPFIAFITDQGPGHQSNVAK
TDP2 absorb: TDP2 (human) inhibition, absorbance primary screen. recombinant TDP2, T5PNP hydrolysis, p-nitrophenol absorbance 415 nm. inhibition, % at 12.8 µM. actives 0.34% (n = 370,000);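 active means inhibition above the mean of all tested compounds plus 3 SD, set per campaign, cut at about 25% in these data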;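 further: 0% = DMSO with enzyme and 100% = buffer with substrate but no TDP2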
Target sequence (O95551 whole entry, looked up): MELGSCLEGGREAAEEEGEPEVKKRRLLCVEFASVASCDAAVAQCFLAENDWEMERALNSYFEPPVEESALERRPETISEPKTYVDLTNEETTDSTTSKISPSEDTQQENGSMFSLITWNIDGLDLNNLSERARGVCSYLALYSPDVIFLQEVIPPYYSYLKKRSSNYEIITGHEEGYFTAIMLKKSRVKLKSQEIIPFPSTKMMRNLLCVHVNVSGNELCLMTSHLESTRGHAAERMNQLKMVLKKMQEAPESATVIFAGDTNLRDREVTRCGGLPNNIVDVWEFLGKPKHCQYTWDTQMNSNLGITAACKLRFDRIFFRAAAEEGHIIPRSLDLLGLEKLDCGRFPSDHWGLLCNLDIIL
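System – recombinant human TDP2 · Amount – 120 nM TDP2 per well · Buffer or medium – Mg2+-containing Tris-HCl buffer, pH 7.5 · Reagent – T5PNP substrate, 5 mM · Dosing – 12.8 µM single point, 1% DMSO · Incubation – 2 h at 37 °C · Measured by – epi absorbance · Read-out basis – percent inhibition · Benchmarks – high control without enzyme, low control DMSO plus TDP2 · Repeats – singlicate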
PLCg1 inh: blocks human PLC-gamma1 enzyme activity | P19174 | purified PLC-gamma1, fluorogenic substrate, fluorescence | inhibition, % at 12.2 µM | actives 0.84% (n = 370,000) | AID 720700; in the data active means inhibition above about 9.5%
Tn7 DDE FP: disrupts Tn7 cyclic peptide binding to fibrin D-Dimer-E complex | actives 0.13% (n = 370,000) | inhibition, % at 8.3 µM | AID 720508 | FP displacement of FITC-Tn7 peptide from fibrin DD(E); 0% = median of compound wells per plate;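 active means inhibition above the mean of compounds falling within the control limits plus 3 SD of them, cut at about 14% in these data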;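 further: 0% = plate median of compound wells and 100% = 10 µM Aha-Tn7 peptide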
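Assay system: Human fibrin DD(E) protein | Medium: Tris buffer with calcium and detergent, pH 7.8 | Reagent: 0.1 µM fluorescent Tn7 | Compound dosing: Single point at 8.3 µM | Times: 10 min preincubation, 3 h with tracer, room temperature | Detection: Fluorescence polarization of the labelled Tn7 tracer | Controls: Aha-Tn7 high control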
PLCb3 inh: PLC-beta3 (human) inhibition, primary screen; Q01970; Purified PLC-beta3, fluorogenic substrate, fluorescence; inhibition, % at 12.2 µM; actives 0.18% (n = 370,000); AID 720704; in the data active means inhibition above about 11%;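 further: 0% = median of compound wells on plate and 100% = full blocker control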
ASAP1 GAP inh: inhibitors of human ASAP1 ArfGAP activity | Q9ULH1 | ASAP1-stimulated ARF1 GTP hydrolysis, GDP FP detection | inhibition, % at 16.5 µM | actives 0.19% (n = 360,000) | AID 624377; in the data active means inhibition above about 25%;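 further: 0% = vehicle with enzyme and substrate and 100% = no enzyme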
ADAM10 inh: inhibits human ADAM10 | recombinant ADAM10, EDANS/DABCYL FRET peptide cleavage, 3 h | inhibition, % at 7 µM | actives 0.62% (n = 370,000);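 active means inhibition above a per-campaign cutoff equal to the mean of compounds falling between control-based bounds plus 3 SD, cut at about 20% in these data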;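 further: 0% = DMSO wells while the 100% control is not disclosed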
* = called active by the depositor; i = inactive; nt = not tested or not shown.

SMILES | ADAM17 inh | ARFGAP1 inhibitor | Tn6 DDE FP | SIAE inh | TDP2 absorb | PLCg1 inh | Tn7 DDE FP | PLCb3 inh | ASAP1 GAP inh | ADAM10 inh
CN1CCN(Cc2nc3c(c(=O)n(C)c(=O)n3C)n2CCCc2ccccc2)CC1 | -2 | 6 | 7 | 4 | 7 | 0 | -5 | 1 | 0 | 4
CCCC(=O)Nc1ccc(Cl)c(-c2nc3ncccc3o2)c1 | -10 | 2 | 1 | -11 | -3 | -7 | 5 | -18 | -4 | -22
N#Cc1ccc(S(=O)(=O)N2CCN(CC(=O)Nc3ccccc3C(=O)NC3CC3)CC2)cc1 | -8 | 7 | 0 | -1 | -9 | 9.7* | -1 | 2 | 2 | -13
Cc1ccc(OCC(=O)c2c(O)c3ccccc3oc2=O)cc1C | 2 | 0 | -2 | 6 | 0 | 3 | 2 | 0 | -13 | 9
NS(=O)(=O)c1ccc(NC(=O)c2ccc(-c3ccccc3)cc2)cc1 | 0 | 14 | 2 | -91 | -5 | 6 | -7 | -2 | 10 | 8
CCOc1ccccc1C(=O)NC(C(=O)N(C)c1c(N)n(Cc2ccccc2)c(=O)[nH]c1=O)C(C)C (stereo not given) | -5 | -3 | 1 | 4 | 5 | -1 | 4 | -3 | -3 | -11
O=C(C1CC1)N1CCN=C1SCc1ccc(F)cc1 | -1 | 6 | 4 | 4 | 2 | 3 | 6 | 4 | 6 | -13
CCC1CN(C(=O)N2CCC(C(=O)NCCc3ccc(OC)cc3OC)CC2)c2ccccc2O1 (stereo not given) | -3 | 0 | -1 | -3 | 15 | -2 | -11 | -3 | -4 | -2
COCCOC(=O)C1=C(N)Oc2c(oc(CO)cc2=O)C1c1c(F)cccc1Cl (stereo not given) | 1 | 2 | -13 | 0 | -1 | -51 | -5 | 6 | 13 | -2
O=C(Oc1ccc2ccccc2c1)c1cncc(Br)c1 | -5 | 6 | -3 | -6 | -1 | 0 | 6 | 2 | 4 | 2
CCOc1ccc(NC(=S)NC23CN4CN(CN(C4)C2)C3)cc1 | 0 | -2 | 2 | 2 | -3 | 2 | 1 | -1 | 6 | -5
CC(=O)N1CCN(CC(=O)Nc2cc(F)ccc2C)CC1 | 1 | -11 | -2 | 7 | 2 | 5 | 3 | -1 | 0 | 1
COc1ccc(-c2nnc(SCC(=O)N3CCN(c4ccccc4)CC3)o2)cc1OC | -2 | 4 | -8 | -5 | 6 | -1 | 7 | 2 | -9 | -18
CCOc1ccccc1N1CC(C(=O)N(C)Cc2cccnc2)CC1=O (stereo not given) | -3 | 10 | 2 | 2 | 7 | 2 | 6 | -6 | -14 | -2
O=C1N(Cc2cccnc2)C[C@@H]2C[C@@H](c3ccc(C(F)(F)F)cc3)N3CCC[C@@]123 | -2 | -1 | -3 | 3 | 4 | 0 | -5 | -2 | -3 | -1
CCOC(=O)c1c(NC(=O)CSc2nnc(-c3ccccc3C)n2C)sc(C(C)=O)c1C | 2 | 16 | -2 | -1 | -7 | 0 | -6 | -4 | -1 | 2
CCN(CC)C1=N/C(=C\c2ccc(OC)cc2)C(=O)N1c1ccccc1 | -11 | -4 | 2 | 3 | -1 | -26 | -2 | -24 | -5 | -27
O=C(O)C(C(=O)O)=C1C2CC3CC(C2)CC1C3 | -1 | -7 | -8 | 10 | 1 | 11* | 1 | 1 | 5 | 12
CC(C)NC(=O)CN1CCN(c2ncccn2)CC1 | -1 | -4 | 0 | 3 | 5 | 3 | 1 | 3 | 0 | -4
CN(C(=O)COC(=O)c1cccc(Cl)c1)C1CCS(=O)(=O)C1 (stereo not given) | -3 | 5 | -4 | 2 | 8 | -3 | -3 | -3 | 8 | 0
COc1cc2ccccc2cc1C(=O)Nc1cccnc1 | -16 | -2 | -7 | -4 | -8 | -7 | -2 | -5 | 6 | -19
CCCCOCCCNC(=O)C[C@H]1C(=O)N(CCCOC)C2=CCCCC[C@]21C(=O)OC | 1 | nt | 2 | 5 | 8 | -1 | 1 | 2 | nt | -2
NC(=O)c1ccsc1NC(=O)c1ccc([N+](=O)[O-])o1 | -5 | -11 | 6 | 9 | 4 | -22 | 6 | -42 | -3 | -20
Cc1nc2ccccc2c2oc(C(=O)N3CCCC(C)C3)cc12 (stereo not given) | -2 | -7 | 0 | 9 | 6 | 0 | -2 | -5 | 4 | 1
COc1cccc(-c2csc(N3CCN(Cc4ccccc4)CC3)n2)c1 | -3 | -1 | 1 | -8 | 4 | -8 | 1 | -10 | -2 | -3

The last four entries of the section above are carried over, then new ones follow.
SMILES | ADAM17 inh | ARFGAP1 inhibitor | Tn6 DDE FP | SIAE inh | TDP2 absorb | PLCg1 inh | Tn7 DDE FP | PLCb3 inh | ASAP1 GAP inh | ADAM10 inh
CCCCOCCCNC(=O)C[C@H]1C(=O)N(CCCOC)C2=CCCCC[C@]21C(=O)OC | 1 | nt | 2 | 5 | 8 | -1 | 1 | 2 | nt | -2
NC(=O)c1ccsc1NC(=O)c1ccc([N+](=O)[O-])o1 | -5 | -11 | 6 | 9 | 4 | -22 | 6 | -42 | -3 | -20
Cc1nc2ccccc2c2oc(C(=O)N3CCCC(C)C3)cc12 (stereo not given) | -2 | -7 | 0 | 9 | 6 | 0 | -2 | -5 | 4 | 1
COc1cccc(-c2csc(N3CCN(Cc4ccccc4)CC3)n2)c1 | -3 | -1 | 1 | -8 | 4 | -8 | 1 | -10 | -2 | -3
CC[C@@H](NCCCn1ccc(NC(=O)OCc2ccccc2)nc1=O)c1ccccc1 | -3 | 2 | 2 | -4 | -2 | 0 | -2 | 1 | 3 | -10
COc1ccc(CN2C(=O)/C(=C/c3ccncc3)SC2=S)cc1 | 5 | 3 | 11 | 5 | 3 | -6 | -5 | -2 | -12 | 5
O=C(COC(=O)CSc1ccc2ccccc2c1)NC1CC1 | 2 | -4 | 5 | 9 | 0 | 5 | -4 | -1 | 6 | 2
CCc1ccccc1NC(=O)c1ccc(-n2c(C)ccc2C)cc1 | 1 | -10 | 2 | 4 | 0 | -11 | 4 | -12 | 4 | -9
Nc1c(OS(=O)(=O)c2ccccc2)cccc1OS(=O)(=O)c1ccccc1 | -1 | -5 | -8 | -3 | 5 | 7 | 3 | 1 | -8 | 8
Cc1ccc(CN2CC(C(=O)N3CCN(S(=O)(=O)c4ccc(C(C)C)cc4)CC3)CC2=O)cc1 (stereo not given) | -3 | 4 | 1 | 10 | 7 | 3 | 6 | -6 | -4 | 1
COc1ccc(/C=C/C(=O)Nc2ccccc2C(=O)NCC(c2ccc(OC)cc2)N(C)C)cc1 (stereo not given) | -2 | -4 | 3 | -10 | -12 | -53 | 3 | -82 | -8 | -13
COC(=O)CSc1nc(C)c(Oc2ccccc2)c(=O)[nH]1 | 0 | -2 | 1 | 2 | 6 | 1 | 7 | -3 | 13 | -3
Cc1ccc(S(=O)(=O)CCSc2nc(C)cc(C)c2C#N)cc1 | -3 | 12 | 7 | 4 | -1 | -4 | 7 | 0 | -1 | 0
CCC(=O)Nc1ccc(N2CCCCC2)c(C(=O)Nc2ccc(OC)cc2)c1 | 1 | 2 | -3 | -5 | 4 | -5 | -5 | -8 | -1 | -4
CCCCOc1ccc(-c2ncc(Cl)cn2)cc1 | -1 | 1 | 5 | 3 | 0 | -3 | 2 | 2 | 1 | 3
Cc1ccc(C(=O)NCC(=O)N2CCN(c3ccccc3)CC2)cc1 | -1 | 12 | -6 | -2 | -3 | 2 | -5 | -4 | -9 | 12
N#C/C(=C\c1ccc(O)c(O)c1)S(=O)(=O)c1ccccc1 | 5 | -2 | 4 | 20* | -3 | 6 | -11 | -2 | 14 | 1
COc1ccccc1-c1c(C)oc2cc(OC(=O)c3ccco3)ccc2c1=O | -320 | -3 | -5 | 3 | -4 | i | 1 | i | 3 | i
Cc1cccc(NC(=O)COc2ccc3oc4c(c3c2)CCCC4)n1 | -1 | -17 | -6 | 3 | 4 | -2 | 4 | 0 | -1 | -8
N#Cc1ccc(Cl)cc1NC(=O)COC(=O)c1ccc(S(=O)(=O)N2CCCC2)cc1 | -6 | 3 | 5 | -3 | -1 | -1 | 1 | -1 | 5 | -12
CCCC(=O)N1CCN(c2ccc(NC(=O)c3cccs3)cc2Cl)CC1 | -4 | -1 | -6 | -5 | -4 | -1 | -3 | -1 | -9 | 3
O=C(Nc1ccccc1C(=O)NC(Cc1ccccc1)C(=O)NC1CCCCC1)c1ccccc1 (stereo not given) | 0 | 1 | -5 | -9 | 5 | 1 | -6 | -2 | 0 | 5
NC(Cc1ccc(O)cc1)C(=O)NN=Cc1ccccc1O (stereo not given) | -9 | -17 | 0 | 1 | 4 | -34 | 3 | -43 | -2 | -33
COC(=O)[C@]12CCCCC=C1N(Cc1ccccc1)C(=O)[C@H](CC(=O)NCc1cccs1)C2 | 0 | 5 | -13 | 2 | -16 | 8 | -9 | -2 | 7 | -17
CCN(C(=O)CSc1ncccn1)C1CCS(=O)(=O)C1 (stereo not given) | 0 | -2 | -1 | -4 | 1 | 2 | -5 | -6 | -10 | 1
COc1ccc(-c2cc(-c3nnc(SCc4ccc([N+](=O)[O-])cc4)n3N)[nH]n2)cc1 | -3 | nt | -1 | 0 | -2 | 0 | 3 | 2 | nt | 0
Cc1cc(Cl)ccc1-c1cc2nc(NCCCN(C)C)n(C)c(=O)c2s1 | -7 | -1 | 2 | -1 | 0 | 2 | 2 | 1 | 1 | -16
CC(Sc1nnc(-c2ccco2)n1C)C(=O)Nc1nccs1 (stereo not given) | 2 | 3 | 1 | 6 | -8 | -1 | -5 | -1 | -12 | -1
Cc1ccc(-c2nn(C)c(=O)c3ccccc23)cc1CO | -3 | 0 | 0 | -6 | 1 | 0 | 5 | -1 | 1 | -4
CN(C(=O)CC1C(=O)NCCN1Cc1ccc(F)c(F)c1)C1CCCCC1 (stereo not given) | -19 | 14 | -8 | 0 | -8 | -30 | -8 | -45 | 5 | -53
CC1C(=O)OC2C1CCC1(C)CCC(=O)C(C)C21 (stereo not given) | -3 | -14 | 3 | -4 | -7 | 1 | -3 | 1 | 7 | -5

Just SIAE inh and PLCg1 inh (two entries from above):
smiles | SIAE inh | PLCg1 inh
CN(C(=O)CC1C(=O)NCCN1Cc1ccc(F)c(F)c1)C1CCCCC1 (stereo not given) | 0 | -30
CC1C(=O)OC2C1CCC1(C)CCC(=O)C(C)C21 (stereo not given) | -4 | 1
